Hep lipid drop: hepatic lipid droplet formation modulation | AML12 mouse hepatocytes, oleate lipid droplets, BODIPY imaging | inhibition, % at 6.5 µM | hit rate 0.4% among 240,000;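 active = lipid droplet intensity inhibited by at least 50%, with more than 500 cells counted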
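Material: mouse AML12 hepatocyte cell line, fixed after treatment; Timing: compound with oleate, overnight; Technique: high-content imaging of BODIPY-stained droplets and DAPI nuclei; Probe or stimulus: oleate, 100 µM final; Dosing: compound at 6.5 µM only.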
HEK293 NOD2/NF-kB: NOD2 signaling inhibitors, cell-based, luminescence, uHTS, HEK293 (AID 1566); HEK293 NOD2/NF-kB luciferase reporter, luminescence; higher % means a stronger effect; hit rate 0.63% among 290,000; inhibition, % at 4 µM; hits with a dose series show EC50 in µM; in the data active = inhibition above about 50%; note: many of its hits are not listed in these tables
Hep lipid drop cells 6.5 µM: also measured in Hep lipid drop; calls as there; cell count; measured here: cell count, cytotoxicity flag;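 cells counted across two imaged fields per well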
An asterisk follows results filed as active.

The first two compounds, to show the layout:
[1] Cc1ccnc(OC(C(=O)O)C(OCc2ccccc2)(c2ccccc2)c2ccc(C(F)(F)F)cc2)n1 (configuration not stated)
[2] O=C(O)C(Oc1ccc2cc(-c3ccc(Cl)cc3)c(=O)oc2c1)c1ccccc1 (configuration not stated)
screen / no.	1	2
Hep lipid drop	4	0
Hep lipid drop cells 6.5 µM	792	823
HEK293 NOD2/NF-kB	37%	19%

The listing, previewed entries included:
[1] Cc1ccnc(OC(C(=O)O)C(OCc2ccccc2)(c2ccccc2)c2ccc(C(F)(F)F)cc2)n1 (configuration not stated)
[2] O=C(O)C(Oc1ccc2cc(-c3ccc(Cl)cc3)c(=O)oc2c1)c1ccccc1 (configuration not stated)
[3] COc1ccc(C(C(=O)NC(C)(C)C)N(CCO)C(=O)CCC(=O)Nc2cc(C)on2)cc1 (configuration not stated)
[4] CN(CCc1ccccn1)C(=S)Nc1cccc(S(=O)(=O)N(C)C)c1
[5] CCC(Cc1ccccc1)NS(=O)(=O)c1ccc2c(c1)NC(=O)CS2 (configuration not stated)
[6] Cc1ccc(OCC(=O)NCCNC(=O)c2ccco2)cc1C
[7] CC(=O)N1CCCc2cc(S(=O)(=O)N3CCCC(C)C3)ccc21 (configuration not stated)
[8] O=C(NCCCn1ccnc1)C1CCCN(S(=O)(=O)c2cc(Cl)ccc2Cl)C1 (configuration not stated)
screen / no.	1	2	3	4	5	6	7	8
Hep lipid drop	4	0	14	-9	-12	-11	-6	-1
Hep lipid drop cells 6.5 µM	792	823	834	831	728	770	726	754
HEK293 NOD2/NF-kB	37%	19%	17%	9%	21%	-14%	15%	5%

[9] CC(=O)c1cccc(NC(=O)CC(C)n2ccnc2)c1 (configuration not stated)
[10] CCCCC(=O)NC(c1ccccc1Cl)c1ccc2cccnc2c1O (configuration not stated)
[11] Cc1ccc(CNC(=O)[C@@H](NC(=O)C2CCN(C(=O)[C@@H]3CCCN3)CC2)C(C)C)cc1
[12] COc1cc(NC(=O)C2CCCN(S(=O)(=O)c3ccc4c(c3)CCCN4C(C)=O)C2)cc(OC)c1 (configuration not stated)
[13] CC(=O)c1c(C)[nH]c(C(=O)Nc2ccc(F)cc2F)c1C
[14] CC1CCN(C(=O)NC(=O)c2ccc(Cl)cc2)CC1
[15] Cc1[nH]n(-c2ccccc2)c(=O)c1C(=O)Nc1ccccc1
[16] COCCn1c(C)cc(O)c(C(=O)Nc2cccc(Cl)c2)c1=O
screen / no.	9	10	11	12	13	14	15	16
Hep lipid drop	6	-49	1	2	18	-24	-3	-21
Hep lipid drop cells 6.5 µM	837	542	740	783	852	843	769	668
HEK293 NOD2/NF-kB	20%	15%	8%	3%	4%	7%	-17%	8%

Compounds 9 through 11 from above:
[9] CC(=O)c1cccc(NC(=O)CC(C)n2ccnc2)c1 (configuration not stated)
[10] CCCCC(=O)NC(c1ccccc1Cl)c1ccc2cccnc2c1O (configuration not stated)
[11] Cc1ccc(CNC(=O)[C@@H](NC(=O)C2CCN(C(=O)[C@@H]3CCCN3)CC2)C(C)C)cc1
screen / no.	9	10	11
Hep lipid drop	6	-49	1
Hep lipid drop cells 6.5 µM	837	542	740
HEK293 NOD2/NF-kB	20%	15%	8%

The listing continues.
[17] COc1cccc(CCN2CCC(CNS(=O)(=O)c3cc(-c4cc(C)no4)ccc3C)CC2)c1
[18] Cc1ccc(NC(=O)C2CCCN(S(=O)(=O)c3c(C)noc3C)C2)c(Br)c1 (configuration not stated)
[19] CC(=O)C1=C(O)C(=O)N(c2ccc(O)cc2)C1c1ccc(C)cc1 (configuration not stated)
[20] CCn1c(=S)sc2c(=O)n(CC(=O)Nc3ccccc3C(F)(F)F)c(C)nc21
[21] Cc1oncc1C(=O)N1CCCC(CO)(Cc2ccc(F)cc2F)C1 (configuration not stated)
[22] O=C(NC1CCCN(CCc2ccccc2)C1)c1c(F)cccc1F (configuration not stated)
[23] COc1ccccc1CNC(=O)CCNS(=O)(=O)c1ccc2c(c1)CC(C)N2C(C)=O (configuration not stated)
[24] COc1ccc(N(C)S(=O)(=O)c2ccc3c(c2)NC(=O)CC(=O)N3)c(OC)c1
screen / no.	17	18	19	20	21	22	23	24
Hep lipid drop	-10	10	2	-1	-17	-15	11	-7
Hep lipid drop cells 6.5 µM	658	724	834	662	764	819	786	703
HEK293 NOD2/NF-kB	33%	7%	-1%	7%	-2%	4%	8%	13%

[25] COc1ccc(/C=C(\NC(=O)c2ccccc2)C(=O)N2CCN(C)CC2)cc1OC
[26] COc1ccc(/C=C2\SC(=S)N(CC(=O)NC3CCS(=O)(=O)C3)C2=O)cc1 (configuration not stated)
[27] Cc1cc(=O)oc2c(C)c(OC(C)C(=O)NC3CCN(Cc4ccccc4)CC3)ccc12 (configuration not stated)
[28] CN1C(=O)NC(c2ccccc2Cl)C2=C1CC(C)(C)CC2=O (configuration not stated)
[29] CNS(=O)(=O)c1cn(CC(=O)NCc2ccc(N(C)C)cc2)cc1S(=O)(=O)NC
[30] COc1ccc(C(=O)Nc2ccc3ccccc3c2)cc1
[31] COc1ccc(C)cc1NC(=O)c1cccc(C(=O)Nc2cc(C)ccc2OC)c1
[32] CN1CCN(c2ccccc2NC(=O)c2cccs2)CC1
screen / no.	25	26	27	28	29	30	31	32
Hep lipid drop	-2	26	-17	-3	-5	-20	24	2
Hep lipid drop cells 6.5 µM	829	831	693	821	811	851	796	644
HEK293 NOD2/NF-kB	-3%	0%	14%	4%	11%	-79%	-6%	12%

[33] COCCCNC(=O)C1CCC(CNS(=O)(=O)c2ccc3c(c2)N(C(C)=O)CCO3)CC1 (configuration not stated)
[34] Cc1cccc(C(=O)N=c2sccn2C)c1[N+](=O)[O-]
[35] COc1ccccc1NC(=O)c1ccc2nc(C)sc2c1
[36] Cc1nc2ccccc2c2oc(C(=O)N3CCC(C)CC3)cc12
[37] Cc1nn(C(C)C(=O)NC2CC2)c(=O)c2nn(-c3ccccc3)c(C)c12 (configuration not stated)
[38] CCCc1cc(C(=O)N/N=C/c2cccn2C)cs1
[39] O=C(CSc1ccc(-c2cccnc2)nn1)Nc1ccc(Br)cc1
[40] S=c1[nH]c2ccc(Cc3ccc4[nH]c(=S)[nH]c4c3)cc2[nH]1
screen / no.	33	34	35	36	37	38	39	40
Hep lipid drop	-6	-35	5	1	-30	-1	-6	-8
Hep lipid drop cells 6.5 µM	727	663	797	707	622	727	843	841
HEK293 NOD2/NF-kB	11%	-35%	1%	1%	12%	-25%	10%	1%

[41] COc1ccc(N2CCN(C(=O)c3ccccc3NC(=O)C3=C(C)OCCS3)CC2)cc1
[42] COc1ccc(CNC(=O)N2CCN(c3ccc(F)cc3)CC2)cc1
[43] C/C(CC(=O)Nc1ccc([N+](=O)[O-])cc1)=N\NC(=O)c1ccccc1[N+](=O)[O-]
[44] CC(NS(=O)(=O)c1ccc2c(c1)oc(=O)n2C)c1ccccc1 (configuration not stated)
[45] CCOc1ccc(NC(=O)c2ccc3[nH]c(=O)c(=O)[nH]c3c2)cc1
[46] Cc1cc(C)c(C)c(OCCN2CC(C)OC(C)C2)c1 (configuration not stated)
[47] Cn1c(SCC(=O)NC2CCCCC2)nnc1-c1ccccn1
[48] COc1ccc(Cl)cc1S(=O)(=O)N1CCCc2ccccc21
screen / no.	41	42	43	44	45	46	47	48
Hep lipid drop	8	11	4	2	-3	6	3	-21
Hep lipid drop cells 6.5 µM	778	798	816	704	720	826	711	667
HEK293 NOD2/NF-kB	2%	7%	1%	8%	21%	-17%	17%	14%

[49] Cc1c(C)c2ccc(OCC(=O)Nc3ccc(CN4CCOCC4)cc3)cc2oc1=O
[50] COc1ccccc1NC(=O)COc1ccc2ccccc2c1
[51] Cc1ccc(C)n1-c1nnc(N2CCC(C(=O)NCCCN3CC(C)CC(C)C3)CC2)s1 (configuration not stated)
[52] Cc1nnc(Oc2ccc([N+](=O)[O-])cc2)c2ccccc12
[53] CCOc1ccc(N(Cc2cc3cc(C)ccc3[nH]c2=O)S(=O)(=O)c2ccccc2)cc1
[54] Cc1ccc(C)c(NC(=O)CCc2nnc3ccc(NCc4ccco4)nn23)c1
[55] CCCCN(C)C(=O)Cn1nc(Cc2ccncc2)c2ccccc2c1=O
[56] CCOC(=O)c1c(C)[nH]c(C)c1S(=O)(=O)NCC1CCN(Cc2cccc(Cl)c2)CC1
screen / no.	49	50	51	52	53	54	55	56
Hep lipid drop	-7	1	-12	12	-25	0	0	-47
Hep lipid drop cells 6.5 µM	745	819	647	826	738	728	832	698
HEK293 NOD2/NF-kB	34%	3%	0%	26%	16%	5%	9%	-58%

[57] CC1CC2(CCCC2)Nc2ccc(F)cc21 (configuration not stated)
[58] CC(=O)Nc1ccc(S(=O)(=O)NCC2CCC(C(=O)N3CC(C)CC(C)C3)CC2)cc1 (configuration not stated)
[59] NS(=O)(=O)c1ccc(CCNC(=O)CCS(=O)(=O)c2ccc(Br)cc2)cc1
[60] CC(C)c1nnc(NC(=O)C2CCCN2C(=O)Nc2ccc(F)cc2)s1 (configuration not stated)
[61] CC1CCCC(C)N1S(=O)(=O)c1ccc(NC(=O)CNC2CCCC2)cc1 (configuration not stated)
[62] CC1Oc2ccccc2N(CC(=O)NCCN2CCOCC2)C1=O (configuration not stated)
[63] C/C(CC(=O)Nc1ccc(C)c(Cl)c1)=N\NC(=O)C1CCCCC1
[64] Cc1ccc(S(=O)(=O)Nc2ccccc2C(=O)N2CCCCCC2)cc1
screen / no.	57	58	59	60	61	62	63	64
Hep lipid drop	-12	22	-5	-23	0	-6	3	-19
Hep lipid drop cells 6.5 µM	848	736	835	749	817	782	775	749
HEK293 NOD2/NF-kB	18%	12%	-4%	11%	-79%	-22%	-7%	9%

[65] COc1ccc(N(C(C)C(=O)N(C)Cc2ccccc2)S(C)(=O)=O)cc1 (configuration not stated)
[66] CCc1cc(=O)oc2cc(OCC(=O)N3CCC[C@H]3C(=O)O)ccc12
[67] O=C(c1cccc(F)c1)N1CCC2(CC1)NCCc1[nH]cnc12
[68] COc1cccc(NC(=O)CNC(=O)N2CC(=O)Nc3ccccc32)c1
[69] COC(=O)c1cccc(NC(=O)CSc2nncn2-c2ccccn2)c1
[70] CCOC(=O)COc1coc(CN2CCN(c3ccccc3)CC2)cc1=O
[71] O=C(c1cccc(C(F)(F)F)c1)N1CCN(S(=O)(=O)c2ccc(Cl)s2)CC1
[72] Cc1nnc(SCC(=O)Nc2ccc(F)cc2)n(N)c1=O
screen / no.	65	66	67	68	69	70	71	72
Hep lipid drop	-5	-1	0	8	-2	3	-4	20
Hep lipid drop cells 6.5 µM	826	858	707	770	794	682	676	873
HEK293 NOD2/NF-kB	0%	4%	12%	12%	6%	12%	31%	3%

[73] Cc1sc2nc(C3CC3)nc(N3CCN(C(=O)c4ccc(Cl)cc4)CC3)c2c1C
[74] C=CCNC(=O)c1ccccc1NC(=O)C1CCN(S(=O)(=O)c2ccc(SC)cc2)CC1
[75] CCOc1ccc(-c2noc(CCC(=O)NCC3CCCO3)n2)cc1OC (configuration not stated)
[76] CC(=O)c1ccc(S(=O)(=O)NC2CC2)cc1
[77] CCOc1ccc(-c2cn(-c3ccccc3OC)c(=S)[nH]2)cc1
[78] O=C(CC1C(=O)NCCN1C(=O)Nc1ccccc1)Nc1cc(Cl)cc(Cl)c1 (configuration not stated)
[79] COc1ccc(CCNC(=O)c2c(C)nn(CC(C)C)c2Cl)cc1
[80] Cc1ccc(-n2ncc3c2CCCC3NC(=O)CCc2c(C)noc2C)cc1C (configuration not stated)
screen / no.	73	74	75	76	77	78	79	80
Hep lipid drop	-17	-16	-5	7	-2	0	0	-13
Hep lipid drop cells 6.5 µM	774	744	845	812	768	822	818	763
HEK293 NOD2/NF-kB	12%	-13%	15%	-8%	-5%	-11%	12%	9%

[81] O=C(Nc1cccc(NC(=O)c2cccc(Cl)c2)c1)c1cccnc1
[82] O=C(CSc1nnc(NC(=O)C2CC(=O)N(c3ccccc3)C2)s1)NCc1ccco1 (configuration not stated)
[83] O=C(CCCCCN1C(=O)[C@@H]2Cc3ccccc3CN2C1=O)NCCc1ccccc1
[84] Cc1csc(N2CCN(c3cc4c(cc3Cl)nc(-c3ccncc3)n4CCCN3CCCC3)CC2)n1
[85] CC1CCc2sc3c(c2C1)c(=O)n(CC(=O)O)c(=O)n3Cc1ccc(Cl)cc1 (configuration not stated)
[86] COc1ccc(-c2noc3c2-c2nc(-c4cccc(C)c4)sc2CC3)cc1
[87] O=C(O)CCCC(=O)N1N=C(c2ccco2)CC1c1ccco1 (configuration not stated)
[88] CC(C)(C)C1CCC(C(=O)NCC(c2cccs2)N2CCOCC2)CC1 (configuration not stated)
screen / no.	81	82	83	84	85	86	87	88
Hep lipid drop	-4	-11	-8	11	6	-2	-1	14
Hep lipid drop cells 6.5 µM	818	802	643	773	710	703	848	741
HEK293 NOD2/NF-kB	16%	14%	12%	15%	-3%	2%	16%	-4%

[89] CC1(C)CC(=O)C2=C(C1)Nc1ccccc1NC2c1ccc(F)c(F)c1 (configuration not stated)
[90] O=C(O)c1cccc(-n2cc(-c3cccc(C(F)(F)F)c3)cn2)c1
[91] Cc1ccc(OCC(=O)Nc2cccc(S(=O)(=O)NC3=NCCCCC3)c2)cc1C
[92] CC1(C)CCC(=O)C=C1Nc1ccc(F)c(Cl)c1
[93] CN(C)c1ccc(/C=N/Nc2nc3ccccc3o2)cc1
[94] CC(=O)c1cccc(N2C(=NC(=O)C3CCCCC3)SC3CS(=O)(=O)CC32)c1 (configuration not stated)
screen / no.	89	90	91	92	93	94
Hep lipid drop	-8	6	-17	-14	6	-6
Hep lipid drop cells 6.5 µM	786	838	820	812	843	620
HEK293 NOD2/NF-kB	7%	-59%	-7%	1%	-168%	-17%

A portion of the library. The share of hits here may be higher or lower than overall.
